# Screens deposited in PubChem BioAssay by The Scripps Research Institute Molecular Screening Center.
# PAFAH1B3 FP inh – blocks human PAF acetylhydrolase 1B catalytic subunit 3; recombinant PAFAH1B3, FP-rhodamine probe, fluorescence polarization; inhibition, % at 3.39 µM; hit rate 0.28% among 340,000;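 active means inhibition above the screen-wide average of all tested compounds plus 3 SD, cut at about 25% in these data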;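 further: 0% = enzyme with DMSO only and 100% = wells lacking PAFAH1B3 protein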
# Target sequence (Q15102 whole entry, looked up): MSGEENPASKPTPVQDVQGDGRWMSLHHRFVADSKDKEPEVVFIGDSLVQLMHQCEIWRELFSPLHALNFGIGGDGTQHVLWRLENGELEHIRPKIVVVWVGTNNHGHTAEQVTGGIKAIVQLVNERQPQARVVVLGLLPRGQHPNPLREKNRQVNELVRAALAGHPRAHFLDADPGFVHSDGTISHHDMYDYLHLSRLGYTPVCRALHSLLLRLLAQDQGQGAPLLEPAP
# LYPLA1 counter – LYPLA1 (human) inhibition in PME1 counter-screen; O75608; recombinant LYPLA1, FP-Rh probe fluorescence polarization; inhibition, % at 5.9 µM; hit rate 0.16% among 320,000; AID 2174;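 active means inhibition above the mean of all tested compounds plus 3 SD, set per campaign, cut at about 14% in these data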;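 further: inhibitors block serine hydrolase probe labeling of LYPLA1 so polarization falls; 0% = enzyme with DMSO and 100% = wells lacking LYPLA1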
# PAD4 FP inh – blocks human protein arginine deiminase 4. Q9UM07. recombinant PAD4, RCA probe fluorescence polarization. inhibition, % at 6.36 µM. hit rate 0.41% among 330,000. AID 485272;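 active means percent inhibition above a cutoff equal to the mean of all tested compounds plus 3 SD, cut at about 15% in these data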;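 further: 0% = PAD4 with RCA probe and DMSO and 100% = probe without PAD4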
# LYPLA2 inh – LYPLA2 (human) inhibition in PME1 counter-screen | hit rate 0.38% among 320,000 | O95372 | recombinant LYPLA2, FP-Rh probe fluorescence polarization | inhibition, % at 5.9 µM;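 active means inhibition above the screen-wide mean plus 3 SD, limit set per campaign, cut at about 26% in these data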;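 further: 0% = LYPLA2 with DMSO and 100% = wells lacking LYPLA2 enzyme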
# PAFAH1B2 FP inh – inhibitors of human PAFAH1B2; inhibition, % at 3.39 µM; P68402; recombinant PAFAH1B2, FP-rhodamine activity probe, fluorescence polarization; hit rate 1.2% among 340,000;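 active means inhibition above the mean of all tested compounds plus 3 SD, cut at about 24% in these data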;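 further: 0% = enzyme with DMSO and 100% = wells lacking PAFAH1B2; many of its hits are not listed in these tables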
# GSTO1 inh – blocks human GSTO1 in RBBP9 counter-screen; P78417; recombinant GSTO1, activity-based probe fluorescence polarization; inhibition, % at 5.96 µM; hit rate 1.1% among 300,000; AID 1974;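 active means inhibition above the campaign mean inhibition plus 3 SD, cut at about 35% in these data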;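 further: 0% = GSTO1-1 with DMSO and 100% = wells lacking GSTO1-1 enzyme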
# Target sequence (P78417 whole entry, looked up): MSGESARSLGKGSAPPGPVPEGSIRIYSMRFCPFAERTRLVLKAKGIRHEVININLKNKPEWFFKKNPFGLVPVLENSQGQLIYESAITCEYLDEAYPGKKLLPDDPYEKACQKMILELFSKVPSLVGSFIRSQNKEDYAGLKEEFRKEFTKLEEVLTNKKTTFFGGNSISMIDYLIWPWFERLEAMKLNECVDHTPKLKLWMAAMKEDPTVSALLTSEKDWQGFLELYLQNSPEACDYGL
# PME-1 primary – PME-1 (human) inhibition | Q9Y570 | inhibition, % at 5.9 µM | AID 2130 | recombinant PME-1, FP-Rh probe fluorescence polarization | hit rate 0.53% among 320,000;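 active means inhibition above the campaign mean of all compounds plus 3 SD, cut at about 26% in these data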;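 further: competitive labeling of PME-1 active site by serine hydrolase directed probe; 0% = PME-1 with DMSO and 100% = wells lacking PME-1 enzyme; inhibitors block probe labeling so polarization falls and inhibition rises; many of its hits are not listed in these tables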
# pPAFAH inh – inhibitors of human plasma PAF acetylhydrolase (pPAFAH); Q13093; recombinant pPAFAH, FP-rhodamine probe fluorescence polarization; inhibition, % at 3.39 µM; hit rate 1.5% among 330,000; AID 463082;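 active means inhibition above the mean inhibition across the screen plus 3 SD, cut at about 25% in these data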;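 further: inhibitors block binding of the rhodamine activity-based probe so polarization drops; 0% = enzyme with DMSO and 100% = wells lacking pPAFAH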
# Target sequence (Q13093 whole entry, looked up): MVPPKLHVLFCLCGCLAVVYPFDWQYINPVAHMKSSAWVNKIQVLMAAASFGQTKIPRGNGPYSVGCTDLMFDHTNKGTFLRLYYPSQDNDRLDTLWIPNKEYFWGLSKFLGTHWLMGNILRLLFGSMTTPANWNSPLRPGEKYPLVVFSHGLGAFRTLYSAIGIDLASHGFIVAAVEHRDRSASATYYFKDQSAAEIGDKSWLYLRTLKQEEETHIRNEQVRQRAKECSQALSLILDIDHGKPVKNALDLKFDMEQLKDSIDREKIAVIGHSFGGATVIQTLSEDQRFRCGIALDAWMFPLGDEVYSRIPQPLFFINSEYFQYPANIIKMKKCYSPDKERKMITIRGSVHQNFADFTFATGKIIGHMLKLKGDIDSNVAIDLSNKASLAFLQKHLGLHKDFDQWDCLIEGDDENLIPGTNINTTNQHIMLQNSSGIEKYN
# PAFAH2 FP inh – inhibitors of human PAFAH2 | AID 492956 | hit rate 0.99% among 340,000 | inhibition, % at 3.39 µM | recombinant PAFAH2, FP-rhodamine activity probe, fluorescence polarization;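 active means inhibition above the mean over all tested compounds plus 3 SD, cut at about 30% in these data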;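 further: inhibitors block probe labeling of enzyme so polarization drops; 0% = enzyme with DMSO and 100% = wells lacking PAFAH2 protein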
# Starred values were filed as active, the others as inactive; x = no result given; & = joins results of further samples. The list is partial; the hit share may differ from the screen's.
1	CCCCOC(=O)C1=C(N)OC2=C(C(=O)CCC2)[C@]12C(=O)N(C)c1ccccc12
2	Cc1cc(OCC(=O)NCC(O)c2ccccc2)c2c3c(c(=O)oc2c1)CCC3 (centres undefined)
3	C[C@]12CCC(=O)C(O)=C1CC[C@@H]1[C@@H]2CC[C@]2(C)C(=O)CC[C@@H]12
4	OCC12COC3c4ccccc4C(OC1)N32 (centres undefined)
5	C[N+]1(C)CCc2cc3c(cc2[C@H]1[C@@H]1OC(=O)c2c1ccc1c2OCO1)OCO3
6	CN1CCN(/N=C/c2c(O)n(CCC3=CCCCC3)c(=S)[nH]c2=O)CC1
7	COCCOC(=O)c1c(N)n(Cc2ccc(OC)cc2)c2nc3ccccc3nc12
8	CN1CCC(=O)N(CCN=[N+]=[N-])CC1
Screen / compound no.,1,2,3,4,5,6,7,8
PAFAH1B3 FP inh,-3,1,11,1,2&4,4,-3,-2
LYPLA1 counter,0,-1,-1,1,-2&4,-1,-4,-2
PAD4 FP inh,2,-6,-2,-3,-5&2,-11,-9,-1
LYPLA2 inh,1,-5,1,0,3&5,0,-4,1
PAFAH1B2 FP inh,4,4,-1,-1,-2&3,22,3,4
GSTO1 inh,-6,3,6,5,0&4,0,32,0
PME-1 primary,-1,-2,-2,-3,-3&-3,-8,2,3
pPAFAH inh,2,4,2,-3,1&0,9,-9,2
PAFAH2 FP inh,-6,-6,-6,1,4&-3,-11,-4,2

# A draw from above in order of length of the SMILES, rising.
4	OCC12COC3c4ccccc4C(OC1)N32 (centres undefined)
1	CCCCOC(=O)C1=C(N)OC2=C(C(=O)CCC2)[C@]12C(=O)N(C)c1ccccc12
3	C[C@]12CCC(=O)C(O)=C1CC[C@@H]1[C@@H]2CC[C@]2(C)C(=O)CC[C@@H]12
Screen / compound no.,4,1,3
PAFAH1B3 FP inh,1,-3,11
LYPLA1 counter,1,0,-1
PAD4 FP inh,-3,2,-2
LYPLA2 inh,0,1,1
PAFAH1B2 FP inh,-1,4,-1
GSTO1 inh,5,-6,6
PME-1 primary,-3,-1,-2
pPAFAH inh,-3,2,2
PAFAH2 FP inh,1,-6,-6

# The results go on:
9	CC(C)(C)C(O)C(Oc1ccc(Cl)cc1)n1cncn1 (centres undefined)
10	COc1cc2c(cc1OC)CN(c1ccc([N+](=O)[O-])c(C(F)(F)F)c1)CC2
11	CC12CN3CCN(C1)CC(C)(C3)C2=NO
12	COc1cccc(CC(=O)N(C)C2CCCN(Cc3ccccc3F)C2)c1 (centres undefined)
13	CC1NCCC2(O)CCCCC12 (centres undefined)
14	COC(=O)C1=C(c2ccc(-c3ccccc3)c(F)c2)C[C@@H]2CC[C@H]1N2C(=O)NCCCOC(C)C
15	CCN(CC)c1ccc(C=C2C(=O)NC(=S)NC2=O)cc1
16	Cc1ccc(N(C)C(=O)Oc2cccc3ccc(C)nc23)cc1
Screen / compound no.,9,10,11,12,13,14,15,16
PAFAH1B3 FP inh,0,7,2,11,2,1,-1,4
LYPLA1 counter,0,3,3,-4,-1,-1,7,-2
PAD4 FP inh,-3,7,-5,2,-1,3,0,-8
LYPLA2 inh,5,-1,-4,1,-4,-2,-2,-6
PAFAH1B2 FP inh,-5,3,-1,3,3,4,11,2
GSTO1 inh,5,3,1,-1,6,x,2,5
PME-1 primary,-8,-6,1,2,-2,0,0,2
pPAFAH inh,-7,15,-4,-7,-3,13,15,4
PAFAH2 FP inh,0,5,2,2,-5,8,18,-2

17	Brc1ccc(C2N3CCCN23)cc1 (centres undefined)
18	COc1ccc(Br)cc1CNCCc1cccc(Cl)c1
19	CCOc1cccc(N2C(=O)/C(=C/c3ccco3)C(=O)NC2=S)c1
20	C=CCn1c(O)c(C(C)=Nc2ccc(N(CC)CC)cc2)c(=O)[nH]c1=O
21	CC/C(=N\NC(=O)c1ccccc1Cl)c1c(O)n(C2CCCCC2)c(=O)[nH]c1=O
22	CCN1c2nc3c(C)cccn3c(=O)c2CC2(C(=O)N(C)C(=O)N(C)C2=O)C1C (centres undefined)
23	C=CCn1c(O)c(C(=O)CCCCCC)c(=O)[nH]c1=O
24	CCOC(=O)C(O)(c1ccc(N(CC)C(=O)OC)cc1)C(F)(F)F (centres undefined)
Screen / compound no.,17,18,19,20,21,22,23,24
PAFAH1B3 FP inh,-4,4,-1,1,11,-1,0,8
LYPLA1 counter,1,1,-14,0,0,-2,-2,0
PAD4 FP inh,2,0,-7,19*,-3,-2,0,0
LYPLA2 inh,-2,-2,-20,2,12,-4,-4,6
PAFAH1B2 FP inh,0,4,1,1,9,0,4,0
GSTO1 inh,1,-1,-32,14,4,-4,-4,-4
PME-1 primary,3,2,-23,3,-1,-6,-5,7
pPAFAH inh,4,4,8,24,0,5,-2,0
PAFAH2 FP inh,-1,1,22,-8,9,2,4,1

25	O=C(Cn1c(=O)n(CC2CS2)c2ccccc21)N1CCCCCC1 (centres undefined)
26	CC(C)CN(C(=O)CN1CC=C(c2ccccc2)CC1)c1c(N)n(CC(C)C)c(=O)[nH]c1=O
27	O=c1[nH]c(O)c(C=Nc2ccc(Cl)c(C(F)(F)F)c2)c(=O)[nH]1
28	Cc1ccc(C)c(-n2c(C)nc3ccccc3c2=O)c1
29	COc1ccc(/C=C/C(=O)c2c(O)n(CCC3=CCCCC3)c(=O)[nH]c2=O)cc1
30	Cc1ccc(-n2c(O)c(C=NCCCn3ccnc3)c(=O)[nH]c2=O)cc1
31	O=C(c1ccc2c(c1)N(Cc1ccc(F)cc1)CCS2)N1CCC2(CC1)OCCO2
32	CCCn1c(C(=O)c2ccc(OC)cc2)nc2ccccc21
Screen / compound no.,25,26,27,28,29,30,31,32
PAFAH1B3 FP inh,14,11,5,x,8,5,8,10
LYPLA1 counter,-2,3,0,-2,1,5,1,-1
PAD4 FP inh,0,0,0,-2,3,2,-2,-1
LYPLA2 inh,1,5,-2,-1,7,0,2,2
PAFAH1B2 FP inh,-1,-1,1,x,-1,6,3,3
GSTO1 inh,19,0,-7,7,1,-4,10,-2
PME-1 primary,-2,-4,-1,-2,-1,-4,14,-4
pPAFAH inh,7,-1,-3,5,2,-6,6,-2
PAFAH2 FP inh,-3,1,-4,x,11,10,4,-7

33	CC(C)C(=O)NC(Oc1ccccc1Cl)C(Cl)(Cl)Cl (centres undefined)
34	CC12CCC(=O)C=C1CCC1C2CCC2(C)C(O)CCC12 (centres undefined)
35	COC(=O)C1=C(c2ccc(OC(F)(F)F)cc2)C[C@@H]2CC[C@H]1N2C(=O)N1CCC(O)CC1
36	O=C(O)Cn1cc(/C=C2\C(=O)NC(=O)N(c3ccc(Br)cc3)C2=O)c2ccccc21
37	Cc1cccc(N2C(=O)NC(=O)C3(Cc4cc(C)ccc4N(C)C3)C2=O)c1 (centres undefined)
38	COc1ccc(C(=O)N2C[C@H]3C[C@@H](C2)c2cccc(=O)n2C3)cc1OC
39	Nc1c(C(=O)NCc2ccco2)c2nc3ccccc3nc2n1Cc1ccc(F)cc1
40	O=S1(=O)CCN(CCc2c[nH]c3ccccc23)CC1
Screen / compound no.,33,34,35,36,37,38,39,40
PAFAH1B3 FP inh,-4,5,4,2,5,11,7,9
LYPLA1 counter,-3,0,4,-4,-2,-1,0,-2
PAD4 FP inh,-1,2,3,-1,-1,-3,-5,-5
LYPLA2 inh,-3,4,2,-11,-9,-1,2,1
PAFAH1B2 FP inh,2,-2,5,-3,-2,-1,-1,3
GSTO1 inh,6,-6,x,-4,4,2,71*,2
PME-1 primary,2,-1,3,-1,0,1,0,-3
pPAFAH inh,2,0,2,3,-1,-1,3,2
PAFAH2 FP inh,-3,34*,4,0,3,-4,2,1

41	NC(=O)C1(N2CCCCC2)CCN(Cc2ccccc2)CC1
42	CCOC(=O)C1CCN(C(C)C(=O)c2c[nH]c3ccccc23)CC1 (centres undefined)
43	COC(=O)C1=C(c2cccc(OC)c2OC)C[C@@H]2CC[C@H]1N2C(=O)N1CCCCC1
44	O=P(C(c1ccc2c(c1)OCO2)N1CCOCC1)(N1CCOCC1)N1CCOCC1 (centres undefined)
45	Cc1cc([N+](=O)[O-])c(Cl)cc1NC(=O)C(C)C
46	COc1cccc(-n2c(CN3CCOCC3)nc3ccc([N+](=O)[O-])cc3c2=O)c1
47	Oc1ccc2c3c1O[C@H]1c4oc5ccccc5c4C[C@@]4(O)[C@@H](C2)N(CC2CC2)CC[C@]314
48	C#C[C@@]1(O)CCC2C3CCC4=C/C(=N/OCC(=O)NC(C(=O)O)C(C)O)CC[C@]4(C)C3CC[C@@]21C (some centres undefined)
Screen / compound no.,41,42,43,44,45,46,47,48
PAFAH1B3 FP inh,7,2,4,8,2,0,8,3
LYPLA1 counter,-6,2,-2,4,4,-6,2,5
PAD4 FP inh,-3,-5,0,5,3,-2,-5,1
LYPLA2 inh,4,3,1,0,-2,-3,2,0
PAFAH1B2 FP inh,0,2,3,0,1,8,3,1
GSTO1 inh,11,0,-4,6,0,5,-1,0
PME-1 primary,-4,5,4,8,-7,4,-2,9
pPAFAH inh,0,4,1,2,0,-1,-6,2
PAFAH2 FP inh,-4,9,-5,-2,-1,1,-2,-9

49	O=c1[nH]c(=O)n(-c2cccc3ccccc23)c(O)c1/C=N/N1CCCCCC1
50	COCCNC(=O)Cn1cc(/C=C2\C(=O)NC(=O)N(c3ccccc3F)C2=O)c2ccccc21
51	Cc1c(C)c2cc(Cl)c(OCC(=O)N3C[C@H]4C[C@@H](C3)c3cccc(=O)n3C4)cc2oc1=O
52	O=C1NC(=O)N(Cc2ccccc2)C(=O)/C1=C\N1CCCc2ccccc21
53	CCc1nc2ccc(N3CCN(C)CC3)cc2nc1CC
54	O=C1CNC(c2ccccc2Cl)c2cc(Br)ccc2N1 (centres undefined)
55	Cc1ccccc1-c1nc(CS(=O)CC(=O)N2CCC3(CC2)OCCO3)c(C)o1 (centres undefined)
56	CCn1c(O)c(C=Nc2cc(Cl)ccc2Cl)c(=O)n(CC)c1=O
Screen / compound no.,49,50,51,52,53,54,55,56
PAFAH1B3 FP inh,2,12,6,0,-1,5,3,-4
LYPLA1 counter,0,7,1,1,-4,-3,0,0
PAD4 FP inh,-3,1,0,-14,1,-2,-1,-6
LYPLA2 inh,2,14,2,-2,-5,-1,3,-2
PAFAH1B2 FP inh,4,3,0,-3,0,1,-2,-2
GSTO1 inh,-3,6,-2,38*,0,3,6,4
PME-1 primary,-1,7,2,-10,-1,-2,-5,-9
pPAFAH inh,9,3,2,8,-4,-3,4,-1
PAFAH2 FP inh,-8,7,6,-5,-10,4,-3,-11

57	Cn1cc(C(=O)Cc2ccccc2)c2ccccc21
58	c1ccc2cc(C3N4CCCN34)ccc2c1 (centres undefined)
59	O=C1CC(N2CCC(n3c(=O)[nH]c4ccccc43)CC2)C(=O)N1c1ccc(F)cc1 (centres undefined)
60	CC(C)(O)/C=C/C(=O)[C@](C)(O)C1[C@H](O)C[C@@]2(C)C3CC=C4C(C[C@H](O)[C@@H](O)C4(C)C)[C@]3(C)C(=O)C[C@]12C (some centres undefined)
61	CSc1ccc(CNC(C)C(O)c2ccccc2)cc1 (centres undefined)
Screen / compound no.,57,58,59,60,61
PAFAH1B3 FP inh,0,14,1,0,9
LYPLA1 counter,0,-8,1,x,-1
PAD4 FP inh,-3,4,0,2,0
LYPLA2 inh,6,3,2,x,0
PAFAH1B2 FP inh,1,8,1,-1,3
GSTO1 inh,9,11,-10,x,0
PME-1 primary,1,-4,-4,x,-4
pPAFAH inh,1,-1,1,-3,-3
PAFAH2 FP inh,-7,2,7,6,6
